# Compound activity from PubChem BioAssay.
# DRD3 antagonist: D3 dopamine receptor (human) antagonism | P35462 | AID 652054 | max response, negative = inhibition, % | D3R cells, DiscoveRx beta-arrestin luminescence, antagonist mode; hits give low values | 360,000 tested, 2.5% active; in the data active means max response below about -50%; inconclusive means no clear call, values can overlap the other calls; further: on the % scale 0 is the no-effect control and ±100 the full control effect; mostly tested at two doses, the higher about 12 µM
# Target sequence (P35462 whole entry, looked up): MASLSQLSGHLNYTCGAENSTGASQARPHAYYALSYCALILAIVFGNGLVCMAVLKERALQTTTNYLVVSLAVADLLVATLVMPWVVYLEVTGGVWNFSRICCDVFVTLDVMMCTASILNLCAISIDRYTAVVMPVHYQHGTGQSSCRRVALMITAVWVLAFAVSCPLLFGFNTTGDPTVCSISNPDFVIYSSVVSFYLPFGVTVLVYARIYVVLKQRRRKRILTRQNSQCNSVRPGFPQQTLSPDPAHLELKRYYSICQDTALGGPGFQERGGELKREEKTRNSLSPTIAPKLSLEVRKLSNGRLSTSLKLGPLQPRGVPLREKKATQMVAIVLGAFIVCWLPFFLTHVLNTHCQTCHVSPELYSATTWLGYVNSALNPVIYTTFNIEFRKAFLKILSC
#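 Cells expressing the human receptor were seeded at 1500 cells/well, incubated overnight at 37 degrees C in 5% CO2, then exposed to library compounds with dopamine controls for 90 minutes at 37 degrees C before luminescent detection.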
# aSyn yeast inh: alpha-synuclein toxicity inhibition in yeast | Yeast expressing alpha-synuclein, growth rescue, BacTiter-Glo, 24 h | 370,000 tested, 0.14% active | Potency, µM (titrated, usually from 46.1 µM), without a hit: at the top dose growth rescue (activation), usual class: activators; further: potency means the concentration at half of the fitted maximal effect; % of control where 0% means no effect; nearly all actives have a fitted effect of over 65% in size
#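 Readout is rescue of growth in alpha-synuclein-expressing yeast, so inhibitors of toxicity appear as activators. Growth after 24 hr at 30 deg C in galactose medium is quantified by luminescence.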
# Abeta rescue: restores growth of yeast expressing A-beta42 peptide; yeast expressing A-beta42, growth rescue, OD600, 48 h; response scale: 0% DMSO, 100% iron-clioquinol control; Potency, µM (top dose mostly 46.1 µM), without a hit: top-dose growth rescue, actives largely listed as activators; 410,000 tested, 0.063% active; AID 1347071; further: potency means the concentration at half of the fitted maximal effect; nearly all actives have a fitted effect of over 55% in size
#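 Growth rescue measured by 600 nm absorbance after 48 h yeast culture at 30 C with compound. Values normalized between DMSO and an equimolar ferric chloride plus clioquinol control.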
# EPAC2 antagonist: antagonists of human EPAC2 | Q8WZA2 | 360,000 tested, 0.18% active | Potency, µM (titrated, usually from 114 µM), for inactives: at the highest dose activity, negative = inhibition, actives largely listed as inhibitors | EPAC2 GEF exchange of Rap1B-BODIPY-GDP, fluorescence; further: potency means the concentration at half of the fitted maximal effect; on the % scale 0 is the no-effect control and ±100 the full control effect; nearly all actives have a fitted effect of over 45% in size; many of its hits are not listed in these tables
# D3 ag: activates the human D3 dopamine receptor; P35462; D3R DiscoveRx beta-arrestin cells, luminescence, 90 min; max activation, %; 410,000 tested, 0.58% active; AID 652048; in the data active means max activation above about 30%; further: 0% is about no effect; mostly tested at two doses, the higher about 12 µM
#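 Agonist mode: compounds and dopamine controls were applied to plated cells for 90 min at 37 degrees C after an overnight attachment at 1500 cells/well. Luminescent read-out followed 30 - 60 minutes at room temperature with DiscoveRx detection reagent.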
# FUS yeast rescue: suppressors of FUS proteinopathy in yeast | Potency, µM (highest dose often 76.6 µM), inactives show at the top dose growth rescue (activation), actives largely listed as activators | AID 1347120 | S. cerevisiae FUS-expressing, growth rescue, OD600, 24 h | 390,000 tested, 0.24% active;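 further: potency means the concentration at half of the fitted maximal effect; plate controls were DMSO vehicle for no effect and reference control for full effect; nearly all actives have a fitted effect of over 55% in size; some results filed as inactive show a strong effect at the top dose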
#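 Read-out: OD at 600 nm after 24hr at 30C, reporting rescue of FUS-induced yeast toxicity. Cells at OD 0.005 in galactose (2%) minimal medium; compounds tested in a dilution series; CP55940 titration from 92uM final as control.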
# TDP-43 yeast inh: rescues yeast growth from TDP-43 toxicity; TDP-43 expressing yeast growth rescue, BacTiter-Glo, 24 h; Potency, µM (top dose mostly 46.1 µM), without a hit: at the top dose growth rescue (activation), usual class: activators; 410,000 tested, 1.8% active; further: potency means the concentration at half of the fitted maximal effect; % of control where 0% means no effect; nearly all actives have a fitted effect of over 50% in size
#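 In this qHTS, compounds that restore growth of yeast expressing TDP-43 appear as activators. Cells (OD600=0.02, galactose medium, raffinose-pregrown) are incubated with compound 24 hr at 30 deg C and growth is quantified by BacTiter-Glo.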
# EPAC2 ag: activates human EPAC2 exchange factor. Q8WZA2. EPAC2 activation, biochemical qHTS; response scale: 100% = 6.5 mM cAMP response. Potency, µM (highest dose often 154 µM), without a hit: top-dose activation, usual class: activators. 360,000 tested, 0.079% active; further: potency means the concentration at half of the fitted maximal effect; nearly all actives have a fitted effect of over 50% in size
#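 Setup: EPAC2 100 nM, labeled Rap1B complex 250 nM, free GDP 50 uM. Compound titrations pinned in, brief spin, 5 min room temperature incubation. Kinetic fluorescence read over 30 min, normalized to 6.5 mM cAMP.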
# * marks the source's active call; other numbers are inactive results; ? = inconclusive; nt = not tested or not shown. Unless noted, the call rests on the fitted dose curve; in most records, active means well fitted curve in the direction sought with a large enough effect; inconclusive means small, poorly fitted or top-dose-only effect, or another doubt; inactive means no such curve, though single readings can be large; an effect the other way counts as inactive or inconclusive. These rows are one share of the data. The share of hits here may be higher or lower than overall.
SMILES,DRD3 antagonist,aSyn yeast inh,Abeta rescue,EPAC2 antagonist,D3 ag,FUS yeast rescue,TDP-43 yeast inh,EPAC2 ag
Cc1ccc(N2C(=S)N=C(Nc3ccccc3C)C23CCOC(C)(C)C3)cc1 (stereo unspecified),-21.8,-7.7%,18.2%,17.2%,-6.4,7.7%,?,-7.5%
Cn1c(SCC(=O)N2CCCC2)nnc1-c1cnccn1,-10.5,0.6%,-2.7%,-6.4%,3.0,-35.5%,10.3%,-3.4%
CCCOc1cccc(-c2nn(-c3ccccc3)cc2/C=C(\C#N)C(=O)NCCCn2ccnc2)c1,-21.0,0.9%,-22.6%,-10.5%,-7.0,nt,-23.2%,-0.6%
Cc1cc(C)c2c(c1)NC(c1cc3c(cc1Br)OCO3)C1CC=CC21 (stereo unspecified),4.3,-8.4%,6.1%,1.7%,6.8,nt,0.0%,9.3%
CC(C)(CN1CCN(Cc2ccccc2)CC1)NS(=O)(=O)c1ccccc1,-51.9*,-0.4%,-3.7%,-0.3%,-20.3,1.7%,-3.1%,2.1%
Cc1occc1C(=O)NN1C(=O)C2C3CCC(O3)C2C1=O (stereo unspecified),0.7,-4.3%,-13.1%,0.0%,-0.7,-9.5%,-4.0%,3.3%
CC(=O)Sc1nc(-c2ccccc2)[nH]c1S(=O)(=O)c1ccc(C)cc1,6.3,0.7%,-12.6%,2.0%,2.9,13.4%,?,6.3%
CC(C)c1ccccc1NC(=O)Cn1cnc2c1c(=O)n(C)c(=O)n2C,nt,nt,-1.8%,nt,1.9,-14.4%,0.5%,nt
CS(=O)(=O)N1CCc2ccc(NC(=O)C3CCCO3)cc2C1 (stereo unspecified),7.9,-0.7%,-3.9%,9.0%,0.5,-23.4%,-2.3%,3.7%
CCN(CC)CCN1C(=O)C(=O)/C(=C(/O)c2ccc(S(=O)(=O)N3CCOCC3)cc2)C1c1ccc(Cl)cc1 (stereo unspecified),-1.8,9.7%,6.9%,?,-12.5,8.6%,-6.5%,-8.6%
Cc1ccc(-n2c(C)nnc2SCC(=O)NC2CCCC2)cc1,-21.2,-6.2%,-3.7%,-4.1%,-8.8,29.8%,-8.6%,9.2%
O=C(Oc1cccnc1)c1ccccc1[N+](=O)[O-],-7.5,-9.9%,10.6%,0.8%,-2.2,4.4%,24.4%,4.4%
Cc1ccc(C)c(N(CC(=O)NC2CCCCC2)C(=O)c2snc(C(N)=O)c2N)c1,5.7,6.4%,1.8%,-4.4%,5.6,26.1%,-2.2%,11.5%
CCOc1ccc(N(CC(=O)N/N=C/c2ccc(OC(C)C)cc2)S(C)(=O)=O)cc1,1.4,14.6%,?,-13.4%,3.1,nt,0.0%,-5.4%
Cn1c(=O)c2c(ncn2CC(=O)Nc2nc(-c3ccc(F)c(F)c3)cs2)n(C)c1=O,33.7,-7.7%,-4.8%,-0.5%,2.4,-9.5%,4.7%,-4.7%
COc1ccc(-c2nc(-c3ccccc3)c(-c3ccc(O)cc3)[nH]2)cc1,nt,nt,9.1%,nt,-4.9,24.1%,6.8%,nt
COc1ccc(/C=C2/CC/C(=C\c3ccc(OC)c(OC)c3OC)C2=O)c(OC)c1OC,7.6,2.0%,4.7%,4.6%,3.6,nt,10.4%,-1.7%
O=C(OCc1cnc(Cl)s1)c1ccc(Cl)cc1,2.8,11.6%,17.6%,-3.6%,1.5,-11.8%,25.0%,9.1%
O=S(=O)(c1ccc(S(=O)(=O)N2CCC3(CC2)OCCO3)cc1)N1CCCC1,14.9,1.5%,3.9%,0.7%,7.8,3.3%,16.9%,-0.1%
COc1cccc(N/C(SC)=C(/C#N)C(=O)NCc2cccs2)c1,-17.4,-5.1%,-16.6%,-16.3%,-2.0,10.9%,14.1µM*,16.3%
Cc1ccccc1OCC(=O)NC(=S)Nc1ccc(N2CCCC2)cc1,7.3,-2.5%,-8.1%,11.9%,19.8,8.4%,-6.8%,6.2%
O=C(O)COc1ccc(S(=O)(=O)NCCc2ccccc2)cc1,23.0,0.9%,5.8%,-11.5%,-0.8,-7.0%,18.9%,7.0%
Cc1ccc(NC(=O)CSc2nnc(-c3ccc(Br)cc3)o2)c(C)c1,nt,nt,5.4%,nt,11.9,1.2%,21.1%,nt
Brc1ccc(/C=N/c2nc3ccccc3n2CCN2CCOCC2)cc1,2.8,3.0%,0.0%,-0.1%,3.8,-21.0%,-2.6%,6.4%
Cc1ccc2nc(NC(=O)CCNS(=O)(=O)c3ccc(Br)s3)sc2c1,18.9,1.3%,3.1%,-11.4%,17.3,34.9%,-2.0%,18.6%

# The closing 2 compounds of the section above lead into the next.
SMILES,DRD3 antagonist,aSyn yeast inh,Abeta rescue,EPAC2 antagonist,D3 ag,FUS yeast rescue,TDP-43 yeast inh,EPAC2 ag
Brc1ccc(/C=N/c2nc3ccccc3n2CCN2CCOCC2)cc1,2.8,3.0%,0.0%,-0.1%,3.8,-21.0%,-2.6%,6.4%
Cc1ccc2nc(NC(=O)CCNS(=O)(=O)c3ccc(Br)s3)sc2c1,18.9,1.3%,3.1%,-11.4%,17.3,34.9%,-2.0%,18.6%
COC(=O)c1ccccc1OCc1cc(=O)oc2ccc(C)cc12,2.8,1.6%,-20.4%,-12.7%,-3.9,-14.0%,19.6%,2.2%
CCOC(=O)N1CCN(C(=O)C2CCC(=O)N(CCCc3ccccc3)C2)CC1 (stereo unspecified),-0.7,3.0%,-1.0%,5.8%,7.0,nt,8.0%,1.2%
COc1ccccc1CNC(=O)c1ccccc1OCc1ccc(F)cc1,16.1,10.5%,-12.9%,-14.0%,11.7,23.9%,-7.3%,4.3%
COc1ccccc1C(=O)NNC(=O)c1cccc(O)c1,12.1,-0.8%,-13.9%,5.5%,3.9,-20.7%,3.3%,-1.4%
Cc1nnc(N(Cc2ccco2)C(=O)c2ccno2)s1,-19.4,-10.8%,-14.9%,5.7%,-2.0,23.0%,24.7%,2.1%
CC(=O)Nc1ccc(/C(C)=N/NC(=O)c2ccncc2)cc1,-16.9,-0.8%,-2.2%,0.3%,6.9,-14.1%,8.2%,11.1%
Cc1ccc2c(c1)cc(CN(CCc1ccccc1)C(=O)N1CCOCC1)c1nnnn12,3.6,5.9%,10.5%,-2.9%,1.0,26.6%,20.9%,5.1%
Cc1ccc(NC2=C(N3CCOCC3)C(=O)c3ccccc3C2=O)cc1,-25.9,1.7%,-24.7%,-5.8%,-12.5,2.1%,-6.1%,19.8%
COC(=O)N/N=C(\C)c1ccc(Br)cc1,0.0,-0.6%,5.3%,-1.2%,-2.5,-10.1%,3.5%,11.7%
Cn1nccc1-c1ccc(C(=O)NCc2ccco2)c2occc12,0.0,12.6%,-15.5%,-19.6%,-4.5,-3.1%,?,0.8%
O=C(Cn1c(=O)sc2ccccc21)Nc1ccccc1C(=O)O,-25.8,0.0%,6.1%,2.2%,-4.2,22.2%,-7.3%,6.1%
COC(=O)c1ccccc1NC(=O)COc1ccccc1[N+](=O)[O-],1.7,8.4%,-9.6%,-17.7%,-1.2,12.2%,?,27.9%
CN(C)S(=O)(=O)c1ccc(Cl)c(C(=O)Nc2ccc(S(=O)(=O)N3CCOCC3)cc2)c1,13.8,0.0%,9.3%,1.3%,3.1,19.5%,-8.5%,12.7%
Cc1cccc(Oc2ncccc2[N+](=O)[O-])c1C,-10.8,16.0%,18.9%,4.7%,2.4,-23.0%,0.0%,-0.2%
Cc1ccc(C2(C)NC(=O)N(CC(=O)NC(=O)NC(C)C)C2=O)cc1 (stereo unspecified),4.5,0.1%,13.0%,-5.0%,-2.0,9.2%,1.6%,4.1%
CN(CCc1ccccn1)S(=O)(=O)c1ccc2c3c(cccc13)C(=O)N2,22.2,1.2%,4.7%,-2.8%,-0.3,5.0%,6.1%,6.8%
CN(Cc1ccccc1)C(=O)c1ccc2nc([C@H]3C[C@H](O)[C@@H](CO)O3)[nH]c2c1,7.1,2.9%,14.2%,-3.6%,4.4,-6.8%,11.0%,8.7%
CC(C)(C)[C@H](NC(=O)c1ccc(N)c(Cl)c1)C(=O)N1CCC[C@H]1C(=O)N[C@H](C#N)CC(=O)O,nt,nt,-16.6%,9.4%,nt,10.0%,nt,6.4%
c1coc(-c2nc(-c3ccncc3)no2)c1,-2.5,-7.0%,-1.2%,-2.0%,1.7,20.4%,-15.5%,5.6%
Cc1ccc(OCC(=O)N(Cc2ccc(C)o2)C2CCS(=O)(=O)C2)cc1 (stereo unspecified),-6.1,-1.1%,5.7%,13.0%,1.5,-2.4%,6.0%,9.4%
Cc1ccc(-c2nc(N)sc2CC(=O)OCC(=O)NCC2CCCO2)cc1 (stereo unspecified),-10.4,3.1%,7.4%,-1.7%,2.2,nt,10.8%,5.3%
COc1ccc2cc(CCNC(=O)C(C)C)c(=O)[nH]c2c1,5.2,-5.0%,-14.0%,-0.6%,-6.0,-8.6%,22.4%,8.7%
O=C(Nc1ccc(N2CCOCC2)c(Cl)c1)c1ncn[nH]1,-0.6,0.9%,-3.5%,1.4%,-0.5,-1.7%,-14.7%,14.8%
Cc1ccc(S(=O)(=O)N(C)C[C@H]2OCc3cnnn3CCCC(=O)N([C@H](C)CO)C[C@H]2C)cc1,-6.8,-0.7%,3.6%,-5.7%,-1.5,9.3%,0.0%,19.9%
CCOC(=O)CSc1nnc(-c2c[nH]c3ccccc23)n1CC,6.4,-7.6%,9.0%,-3.8%,1.3,-16.4%,14.7%,0.3%
Cc1ccccc1-c1nc(CN2CCC(C(=O)NC3CCN(Cc4ccccc4)CC3)CC2)c(C)o1,0.0,-0.2%,-23.1%,2.3%,-15.6,-28.6%,2.6%,4.1%
CCCc1ccc(OCCNC(=O)c2ccccc2Br)cc1,17.3,13.8%,?,?,-11.0,-12.0%,19.3%,3.7%

# Arranged by length of the SMILES (low to high): 3 of the compounds above
SMILES,DRD3 antagonist,aSyn yeast inh,Abeta rescue,EPAC2 antagonist,D3 ag,FUS yeast rescue,TDP-43 yeast inh,EPAC2 ag
COC(=O)c1ccccc1NC(=O)COc1ccccc1[N+](=O)[O-],1.7,8.4%,-9.6%,-17.7%,-1.2,12.2%,?,27.9%
Cn1c(=O)c2c(ncn2CC(=O)Nc2nc(-c3ccc(F)c(F)c3)cs2)n(C)c1=O,33.7,-7.7%,-4.8%,-0.5%,2.4,-9.5%,4.7%,-4.7%
CC(C)(C)[C@H](NC(=O)c1ccc(N)c(Cl)c1)C(=O)N1CCC[C@H]1C(=O)N[C@H](C#N)CC(=O)O,nt,nt,-16.6%,9.4%,nt,10.0%,nt,6.4%
